AID inhibitor = activation induced cytidine deaminase inhibition; hit rate 0.32% among 91,000; AID deamination FRET fluorescence, UDG-coupled, 4 h; Potency, µM (series often up to 115 µM), for inactives: top-dose activity change, negative = inhibition, hits mostly inhibitors; Q9GZX7; further: nearly all actives have a fitted effect of over 25% in size
Target sequence (Q9GZX7 whole entry, looked up): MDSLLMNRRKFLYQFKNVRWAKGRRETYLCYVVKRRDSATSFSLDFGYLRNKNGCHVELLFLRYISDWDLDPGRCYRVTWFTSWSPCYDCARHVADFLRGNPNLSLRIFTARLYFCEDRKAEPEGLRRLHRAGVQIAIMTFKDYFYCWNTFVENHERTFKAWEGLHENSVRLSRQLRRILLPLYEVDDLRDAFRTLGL
UDG counterscr = blocks uracil-DNA glycosylase in AID counter-screen; FRET deamination/UDG coupled assay, UDG read, 4 h; Potency, µM (series often up to 115 µM), inactives show at the highest dose activity change, negative = inhibition, most hits filed as inhibitors; hit rate 0.14% among 91,000; AID 1347430; further: nearly all actives have a fitted effect of over 65% in size
Starred values were filed as active, the others as inactive; ? = inconclusive; & = joins results of further samples; [ ] = remark or other dose. The call rests on the fitted dose curve; in most records, active means well fitted curve in the direction sought with a large enough effect; inconclusive means small, poorly fitted or top-dose-only effect, or another doubt; inactive means no such curve, though single readings can be large; an effect the other way counts as inactive or inconclusive. On the % scale 0 is the no-effect control and ±100 the full control effect; potency means the concentration at half of the fitted maximal effect. These rows are one share of the data; rates above refer to the full screens.

SMILES | AID inhibitor | UDG counterscr
COc1cccc(C(=O)Nc2ccc3c(c2)CCCN3C(=O)c2cccs2)c1OC | -16% | -5%
CC(C)NC(=O)CN1C(=O)CCn2nc(-c3cn(C)c4ccccc34)cc21 | 7% | -9%
Cc1ccccc1C(=O)Nc1cccc(NC(=O)CC23CC4CC(CC(C4)C2)C3)c1 | -2% | -9%
O=C(Nc1cccc2cccnc12)c1ccc(F)cc1 | -23% | -15%
COc1ccc(CCNC(=O)c2ccc3c(c2)N(Cc2cccc(C)c2)C(=O)c2ccccc2S3(=O)=O)cc1OC | -12% | -16%
COc1cccc(NC(=O)/C(C#N)=C/c2c(C)n(Cc3ccc(Cl)cc3)c3ccccc23)c1 | 24%[57.5 µM] | 0%[57.5 µM]
O=C(Nc1ccccc1)N(Cc1cccs1)c1ccccn1 | -12% | -9%
Cc1ccc(CNC(=O)C2CCN(C(=O)c3csc(Nc4ccc(C)cc4)n3)CC2)cc1 | -11% | -14%
CCS(=O)(=O)N1CCC(C(=O)NCCC(C)C)CC1 | 1% | 7%
N#C/C(=C\c1ccc(Cl)s1)C(=O)NC1CC1 | 1% | -1%
COc1ccc(NC(=O)N2CCN3CCCCC3C2)cc1OC (stereo not drawn) | -8% | 0%
CCCSc1ncc(Cl)c(C(=O)Nc2ccc(S(=O)(=O)N(C)c3ccccc3)cc2)n1 | 1% | -1%
COC(=O)/C(C#N)=C\c1cc(Br)c(O)c(OC)c1 | -1% | 12%
CCN1CCN(c2ccc(NC(=O)c3ccc(Cl)c(S(=O)(=O)N(CC)CC)c3)cc2)CC1 | 1% | 1%
Cc1ccccc1C(C)NC(=O)c1ccc2c(c1)NC(=O)CS2 (stereo not drawn) | 2% | 8%
Cn1cnc(S(=O)(=O)N2CCC(C(=O)N3CCN(c4cccc(C(F)(F)F)c4)CC3)CC2)c1 | -15% | -8%
O=C1CSc2ccc(C(=O)Nc3cccc4ccccc34)cc2N1 | 41%[activator] | -11%
CCOc1ccc(C(=O)Nc2ccc3nc(SCCOc4ccccc4)sc3c2)cc1 | 1% | -22%
COc1cccc(CNC(=O)CSc2ncc3c(n2)-c2cc(Cl)ccc2N(C)S3(=O)=O)c1 | 23% | 11%
CCn1cc(C(=O)OCC(=O)Nc2cc(Cl)ccc2C)c(=O)c2ccc(C)nc21 | 30%[activator] | -7%
CCC(C(=O)Nc1cc(OC)ccc1OC)n1c(=O)c(C(F)(F)F)nc2ccccc21 (stereo not drawn) | ? | -21%
S=C(Nc1ccccc1Cl)NC1CC1 | -7% | -2%
Nc1ccccc1C(=O)NCc1ccncc1 | 2% | 2%
CCc1ccc(NC(=O)CSc2nc(=O)n(Cc3ccccn3)c3c2CCC3)cc1 | -15% | -6%
COc1ccc(C2=CC(c3cccc(C)c3)n3nnnc3N2)cc1 (stereo not drawn) | -10% | -11%
O=C(O)CC12CC3CC(C1)CC(O[N+](=O)[O-])(C3)C2 | 2% | 4%
O=C(N/N=C/c1c2ccccc2cc2ccccc12)C1CC1 | -13% | -8%
CCC(=O)N1CCN(c2ccc(NC(=O)c3cc4ccccc4cc3OC)cc2)CC1 | -6% | -6%
O=C(/C=C/c1ccccc1)Nc1nc(-c2cccs2)ns1 | 4% | 4%[57.5 µM]
C=CCc1ccccc1OCc1cccc(C(=O)O)c1 | -6% | -3%
O=C(O)c1ccccc1NS(=O)(=O)c1ccc(N/N=C/c2cccs2)c([N+](=O)[O-])c1 | ? | ?
CCc1ccc(N2C(=O)N(CC(=O)C(C)(C)C)c3ccccc3S2(=O)=O)cc1 | 1% | -8%
O=C(COC(=O)c1ccc2ccccc2n1)c1ccc(Cl)cc1 | 39%[activator] | -7%
CC(C)c1nc2cc3sc(C(C)C)nc3cc2s1 | 4% | 2%
Cc1ccc(C)c(NC(=O)CCS(=O)(=O)c2cccc3nsnc23)c1 | 19% | -2%
CCC1CCCCN1CCCNC(=O)c1cc2c(Cl)nc3ccccc3c2s1 (stereo not drawn) | ? | -8%
COC(=O)C(C)N1C(=O)S/C(=C/c2ccc(Sc3ccccc3)cc2)C1=O (stereo not drawn) | -4% | 5%
Cc1ccc(-c2nc3cc(Cl)ccc3o2)cc1NC(=O)c1cc([N+](=O)[O-])ccc1N1CCOCC1 | 1%&49% | 0%&10%
CC(C)c1ccccc1NC(=O)/C=C/c1cccs1 | -8% | -5%
CCC(=O)N1CCc2cc(Br)cc(S(=O)(=O)CCC(=O)N3CCN(c4ccc(OC)cc4)CC3)c21 | 7% | -4%
Cc1cc(C(=O)CN2C(=O)NC(Cc3c[nH]c4ccccc34)C2=O)c(C)n1C (stereo not drawn) | 2% | 2%
COc1ccc(OC)c(/C=C/C(=O)NC(C)(C)C)c1 | -1% | -2%
CC(C)(C)c1ccc(C(=O)Nc2ccc(CCC(=O)O)cc2)cc1 | -13% | -9%
Nc1nc(CN2CCN(C(=O)c3ccc(Cl)c(Cl)c3)CC2)nc2ccccc12 | -4% | -12%
CCc1ccc(CNC(=O)Cn2nc(C)c3nn(-c4ccc(Cl)cc4)c(C)c3c2=O)cc1 | 0% | 8%
CCOc1ccc2nc(N3CCCC(C(=O)Nc4ccc(OC)cc4)C3)sc2c1 (stereo not drawn) | -7% | 0%
Cc1ccc(-c2cc(C(=O)NCCc3ccccc3)c3ccccc3n2)cc1C | -17% | -7%
CCc1ccccc1NC(=O)Cn1c(=O)n(Cc2ccco2)c(=O)c2sc3ccccc3c21 | 18% | -8%
COc1cccc(CN(C(=O)c2oc3cc(C)ccc3c2C)C2CCS(=O)(=O)C2)c1 (stereo not drawn) | ? | -8%
CC(=O)c1c(C)[nH]c(C(=O)OC(C)C(=O)c2ccc(F)c(F)c2)c1C (stereo not drawn) | 12% | -3%
CC(C)NCCOCCOc1ccccc1 | 2% | 10%
CCOc1ccc(OCC)c(NC(=O)c2cc(S(=O)(=O)N3CCCC3)cn2C)c1 | 0% | -2%
O=C(O)COc1ccc2cc(-c3ccc(OC(F)(F)F)cc3)c(=O)oc2c1 | -8% | -9%
COc1ccc(NC(=O)c2oc3ccccc3c2NC(=O)c2cc(OC)c(OC)c(OC)c2)cc1 | 4% | -6%
COc1cccc(CN2C(=O)CN(C3CCCCC3)C(=O)C2c2ccc(OC)c(OC)c2)c1 (stereo not drawn) | -28% | 3%
CN(CC(=O)N(C1CCCC1)C1CCS(=O)(=O)C1)c1ccc2ccccc2c1 (stereo not drawn) | -9% | -5%
COc1ccc(-c2ccc3c(N)c(C(=O)Nc4ccc(C(F)(F)F)cc4)sc3n2)cc1OC | 5% | -8%
NC1=NC(c2c[nH]c3ccc(F)cc23)n2c(nc3ccccc32)N1 (stereo not drawn) | -1% | 4%
Cc1cc(C)n(-c2nc3ccccc3nc2N2CCN(c3cccc(C)c3C)CC2)n1 | 2% | -2%
O=C(COc1c(I)cc(Cl)c2cccnc12)NCC1CC1 | 22% | 1%

The listing continues.
SMILES | AID inhibitor | UDG counterscr
CCCCC(CC)CNC(=O)CCCc1nnc2n(CCC)c(=O)c3sccc3n12 (stereo not drawn) | -13% | 1%
Cc1ccc2c(CNCc3cccs3)c(C(=O)O)n(Cc3ccc(F)cc3)c2c1 | -4% | -4%
Cc1ccc(-n2ccn(CC(=O)c3ccc(F)cc3)c(=O)c2=O)cc1C | 11% | -4%[57.5 µM]
COc1ccc(NC(=O)CC2C(=O)N(c3ccc(C)cc3)C(=O)N2Cc2cccnc2)cc1 (stereo not drawn) | 14% | -3%[57.5 µM]
Cc1cccc(-c2nnn3c2nc(NCc2ccccc2)c2ccccc23)c1 | 4% | 0%
COc1cccc(N2CC(NC(=O)C(c3ccccc3)c3ccccc3)CC2=O)c1 (stereo not drawn) | 0% | -4%
CCC(=O)N1CCCc2cc(S(=O)(=O)N3CCC(C(=O)Nc4ccc(C#N)cc4)CC3)ccc21 | -17% | -19%
CC(C)c1nc2sc3c(NCCO)ncnc3c2c2c1COC(C)(C)C2 | -5% | -2%
Cc1ccc(C(=O)O/N=C(\c2ccccc2)c2ccccn2)cc1 | 3% | -2%
CN(C)c1ccc(CNC(=O)C2CCN(S(=O)(=O)c3cn(C)cn3)CC2)cc1 | 2% | -6%
COc1ccc(-n2ccn(Cc3ccccc3Cl)c(=O)c2=O)cc1OC | 1% | -4%[57.5 µM]
COc1ccc2oc(=O)c(C(=O)N3CCN(c4cc(Cl)ccc4Cl)CC3)cc2c1 | 12% | 11%
CCOC(=O)C(NC(=O)c1ccc(OC)cc1)(Nc1ccc(OC)cc1)C(F)(F)F (stereo not drawn) | -7% | -3%
CCCCN(CC)C(=O)c1cc2c(=O)n3cccc(C)c3nc2s1 | -15% | -9%[57.5 µM]
CC(C)C(NC(=O)c1ccccc1)C(C)C | -6% | 3%

Structural class: the compounds so far with a nitro group on carbon.
SMILES | AID inhibitor | UDG counterscr
O=C(O)c1ccccc1NS(=O)(=O)c1ccc(N/N=C/c2cccs2)c([N+](=O)[O-])c1 | ? | ?
Cc1ccc(-c2nc3cc(Cl)ccc3o2)cc1NC(=O)c1cc([N+](=O)[O-])ccc1N1CCOCC1 | 1%&49% | 0%&10%

Later entries
SMILES | AID inhibitor | UDG counterscr
COCCNC(=O)c1cnc2sc(N3CCCCC3)nn2c1=O | 16% | 34%[activator]
CCCCNc1nc(-c2ccncc2)nc2ccccc12 | -18% | 1%
CCOC(=O)c1c(NC(=O)COc2ccc(C(C)(C)C)cc2)sc2c1CCCC2 | 378%[activator] | 7%
Nc1nonc1-c1nc2ccccc2n1Cc1ccc(Br)cc1 | 18% | -3%[57.5 µM]
COc1ccccc1CN1C(=O)C(=O)c2cccc(C)c21 | 8% | -3%
CC(C)(C)c1ccc(C2CCCN2CC(=O)N2CCCCC2)cc1 (stereo not drawn) | -3% | 0%
O=C(NCCCN1CCCC1=O)c1cc(=O)[nH]c2ccccc12 | 8% | 3%
COc1ccc(Cn2c(=O)c3oc4ccccc4c3n(CC(=O)Nc3cc(C)cc(C)c3)c2=O)cc1 | 1% | 1%[57.5 µM]
Cc1ccc(Sc2ccc(C#N)cc2C)cc1C | -9% | 10%
NC(=O)Cn1c(=O)n(CCCCCC(=O)NCc2ccc(F)cc2)c(=O)c2sccc21 | 18% | 19%
CCOc1ccc(S(=O)(=O)NCC(c2ccco2)S(=O)(=O)c2ccc(C)cc2)cc1 (stereo not drawn) | -5% | -3%
Cc1ncc(CN)c(C)c1N | 19% | -4%
O=C(NCC(c1cccs1)N1CCOCC1)c1cc(=O)c2ccccc2o1 (stereo not drawn) | -12% | -15%
COc1ccccc1N(CC(=O)N1CCC(C)CC1)S(=O)(=O)c1ccc(C)cc1 | ? | -8%
Cc1ccc(OCC(=O)Nc2cccc(-c3nc4ccccc4o3)c2C)cc1C | 31%[activator] | 9%

Profiles, looked up by structure. Screens in order: AID inhibitor, UDG counterscr
`Cc1ccc(Sc2ccc(C#N)cc2C)cc1C` across the screens: -9%, 10%
`COCCNC(=O)c1cnc2sc(N3CCCCC3)nn2c1=O` across the screens: 16%, 34%[activator]
`Nc1nonc1-c1nc2ccccc2n1Cc1ccc(Br)cc1` across the screens: 18%, -3%[57.5 µM]

Further records:
SMILES | AID inhibitor | UDG counterscr
COc1cccc(N2C(=O)N(CC(=O)NCc3cccc(OC)c3OC)c3ccccc3S2(=O)=O)c1 | 8% | -6%
Cc1ccc2nc(NC(=O)CSc3ncc(C(=O)Nc4ccccc4)c(=O)n3C)sc2c1 | 22% | 5%
O=C(CCNS(=O)(=O)c1cccc2nsnc12)NCc1ccccc1 | -3% | 4%
CCCSCCCNC(=O)CN1C(=O)CCn2nc(-c3cn(C)c4ccccc34)cc21 | 5% | -10%
CCCCCn1c(CNC(=O)c2ccccc2)nc2ccccc21 | 10% | 2%
Cc1cc(=O)c(C(=O)N2CCN(S(=O)(=O)c3ccc(F)c(F)c3)CC2)nn1-c1ccccc1F | 0% | -1%
Cn1c(Sc2ncnc3scc(-c4ccccc4)c23)nnc1C(F)(F)F | -5% | 2%
CC1(C)CC(=O)C2=C(C1)NC(=O)CC2c1cccc(OCc2ccccc2)c1 (stereo not drawn) | -14% | -3%
COc1cc(Cl)c(C)cc1NC(=O)CC1Oc2ccccc2NC1=O (stereo not drawn) | 3% | 0%
Cc1ccc(CNC(=O)[C@H](Cc2ccccc2)NC(=O)c2cccs2)n1C | -2% | -16%
CCn1c(C(=O)NCCc2ccco2)cc2cc(S(=O)(=O)N(C)C)ccc21 | -19% | -5%
Cc1ccccc1CNC(=O)Cc1ccc(NC(=O)N2CCCCc3ccccc32)cc1 | -11% | -9%
CCOc1cccc(C=Nc2cccc3ccccc23)c1 | 14% | -9%
O=C(COc1ccc(Cl)cc1Cl)OCC(=O)c1ccc(-c2ccccc2)cc1 | 8% | -12%
COc1ccc2nc(N(Cc3cccnc3)C(C)=O)sc2c1 | 4% | -10%
Cc1cc2nn(-c3ccc(F)cc3)nc2cc1NC(=O)c1cc(Cl)ccc1Cl | 37%[activator] | -4%
CC(=O)c1cn(CC(=O)N(C)Cc2ccccc2)c2ccccc12 | -4% | -15%
Cc1[nH]c2ccccc2c1C(=O)C(C#N)C(=O)C1CC1 (stereo not drawn) | 1% | -2%
O=C(O)Cn1nc(N2CCN(c3ccccc3)CC2)ccc1=O | 18% | 1%
CCOc1ccccc1Nc1nc(-c2cccc(Cl)c2)c2c(n1)-c1ccccc1OC2 | 8% | 3%
CC(C)c1nn2c(=O)cc(COC(=O)c3cccc(NC(=O)c4cccs4)c3)nc2s1 | ? | -5%
Cc1ccc(NC(=O)Cn2c(-c3ccc4c(c3)OCO4)cn(-c3ccccc3)c2=O)cc1C | 2% | -6%
